OX1R antag-1: antagonists of human orexin 1 receptor; inhibition, % at 5 µM; CHO/OX1R cells, Fluo-8 calcium fluorescence, orexin A; 330,000 tested, 0.43% active; O43613; AID 434989;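 active = inhibition above its plate's threshold, mean inhibition of all tested compounds on the plate plus 3 SD, cut at about 37% in these data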;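 also: 0% = orexin A challenge wells and 100% = SB-334867-A antagonist wells; not every result past the cut was called active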
Target sequence (O43613 whole entry, looked up): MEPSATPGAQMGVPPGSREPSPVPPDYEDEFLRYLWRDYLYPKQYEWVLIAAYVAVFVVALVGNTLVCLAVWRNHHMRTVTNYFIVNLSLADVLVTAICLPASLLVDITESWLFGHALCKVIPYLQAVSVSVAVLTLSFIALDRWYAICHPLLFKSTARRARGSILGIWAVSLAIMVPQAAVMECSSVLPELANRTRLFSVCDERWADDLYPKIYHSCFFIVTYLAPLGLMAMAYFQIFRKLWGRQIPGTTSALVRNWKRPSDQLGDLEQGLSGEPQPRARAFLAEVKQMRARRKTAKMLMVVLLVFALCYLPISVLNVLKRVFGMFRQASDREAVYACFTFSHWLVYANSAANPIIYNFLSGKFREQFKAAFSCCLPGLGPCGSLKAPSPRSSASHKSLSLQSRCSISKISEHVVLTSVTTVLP
OX1R antag-2: blocks the human orexin 1 receptor; OX1R-expressing cells, FRET antagonist read-out; inhibition, % at 6.6 µM; 330,000 tested, 1.8% active; AID 485270; in the data active = inhibition mostly above about 38%, no sharp cut-off; inactive = mostly below about 40%;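 also: 0% = agonist challenge alone and 100% = reference antagonist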
STK33 inh: blocks human STK33 kinase activity | Q9BYT3 | purified STK33, MBP phosphorylation, ADP-Glo luminescence | inhibition, % at 10 µM | 320,000 tested, 0.073% active | AID 2661;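 active = inhibition at or above 25%, using the most active replicate where run in duplicate; inactive = inhibition below 25%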
Target sequence (Q9BYT3 whole entry, looked up): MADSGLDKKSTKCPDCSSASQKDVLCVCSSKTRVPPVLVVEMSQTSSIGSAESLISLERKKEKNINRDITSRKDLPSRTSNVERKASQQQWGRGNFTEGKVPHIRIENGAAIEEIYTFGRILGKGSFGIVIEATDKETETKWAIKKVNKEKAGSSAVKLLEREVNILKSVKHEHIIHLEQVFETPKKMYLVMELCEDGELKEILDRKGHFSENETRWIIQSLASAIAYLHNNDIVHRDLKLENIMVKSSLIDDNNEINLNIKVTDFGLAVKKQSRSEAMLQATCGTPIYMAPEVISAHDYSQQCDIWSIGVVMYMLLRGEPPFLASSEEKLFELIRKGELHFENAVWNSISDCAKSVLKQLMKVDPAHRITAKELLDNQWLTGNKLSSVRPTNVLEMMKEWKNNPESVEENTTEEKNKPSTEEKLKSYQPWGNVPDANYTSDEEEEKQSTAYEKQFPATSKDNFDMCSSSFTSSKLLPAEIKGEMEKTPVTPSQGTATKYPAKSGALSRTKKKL
Numbers without * were called inactive; . = no result given. Random draw from the library. About 2.2% of those tested had a hit in this group.

Start of the data: the first 5 entries, to show the layout:
SMILES	OX1R antag-1	OX1R antag-2	STK33 inh
CC(=O)N1N=C(c2ccccc2)CC1c1cn(C)c2ccccc12 (configuration not stated)	-26	8	0.6
CC1(C)C2CCC1(C)C(OCC[N+](C)(C)CC(=O)OC1CCCCC1)C2 (configuration not stated)	-18	6	-0.3
C=CCOc1ccc2oc(=O)cc(C)c2c1	-1	21	-0.7
CN(Cc1ccccn1)Cc1nc(Cc2ccccc2Cl)no1	-16	7	1.9
CCOCc1c(C(=O)NC2CCCCCC2)oc2ccccc12	-34	12	-1.7

The whole of this part, repeating the preview:
SMILES	OX1R antag-1	OX1R antag-2	STK33 inh
CC(=O)N1N=C(c2ccccc2)CC1c1cn(C)c2ccccc12 (configuration not stated)	-26	8	0.6
CC1(C)C2CCC1(C)C(OCC[N+](C)(C)CC(=O)OC1CCCCC1)C2 (configuration not stated)	-18	6	-0.3
C=CCOc1ccc2oc(=O)cc(C)c2c1	-1	21	-0.7
CN(Cc1ccccn1)Cc1nc(Cc2ccccc2Cl)no1	-16	7	1.9
CCOCc1c(C(=O)NC2CCCCCC2)oc2ccccc12	-34	12	-1.7
CCc1ccc(OCC(=O)Nc2ccc3c(c2)OCCO3)cc1	-2	12	-0.9
CC(NCC(=O)Nc1cc(Cl)cc(Cl)c1)c1ccccc1 (configuration not stated)	-35	9	-2.6
COc1ccc(C(=O)Cc2cc(OC)c(OC)cc2[N+](=O)[O-])c(OC)c1	-25	24	-0.3
Nc1nonc1-n1nnc(C(=O)N/N=C/c2ccco2)c1-c1ccccc1	-16	30	-0.9
CC(=O)NC(Cc1c[nH]c2ccccc12)C(=O)NCCc1ccccc1 (configuration not stated)	2	5	-5.4
Cc1cc2c(NS(=O)(=O)c3ccc(F)cc3)cccc2nn1	-32	20	-3.0
CC(C)(C)NC(=O)CN(C(=O)C(=O)Nc1ccc2c(c1)OCCO2)C(C)(C)C	-8	12	-3.0
Cc1c(CN2CCN(C)C(CCO)C2)[nH]c2c(Cl)cccc12 (configuration not stated)	0	12	1.1
N#Cc1c(SCC(=O)Nc2ccc(C(F)(F)F)cc2)sc2c(O)cc(=O)[nH]c12	4	12	-1.0
O=C(CC(=O)NC1CCCCC1)N/N=C/c1ccccc1[N+](=O)[O-]	0	23	0.6
COc1ccc(S(=O)(=O)N(C)C)cc1NC(=O)c1ccc2c(c1)OCCO2	-21	1	.
C=CCSc1nnnn1-c1ccc(OC)cc1	-16	9	-0.1
Cc1ccccc1C(=O)Nc1cccc(C(=O)N/N=C/c2ccc3c(c2)OCO3)c1	-16	28	0.0
O=C(COC(=O)CC(c1ccccc1)c1ccccc1)NCc1ccc(Cl)cc1	-1	15	-1.9
C=CCN(Cc1cn(C)nc1-c1cccc(Cl)c1)C1CCS(=O)(=O)C1 (configuration not stated)	-18	-9	-1.6

Full records from above. Order of values: OX1R antag-1, OX1R antag-2, STK33 inh
`C=CCSc1nnnn1-c1ccc(OC)cc1` is entered as -16, 9, -0.1
`O=C(CC(=O)NC1CCCCC1)N/N=C/c1ccccc1[N+](=O)[O-]` is entered as 0, 23, 0.6
`Cc1cc2c(NS(=O)(=O)c3ccc(F)cc3)cccc2nn1` is entered as -32, 20, -3.0

Carrying on:
SMILES	OX1R antag-1	OX1R antag-2	STK33 inh
CC(C)c1ccccc1OCC(O)CN(CC(O)COc1cccc2ccccc12)C(C)C (configuration not stated)	-17	12	0.4
C=C(C)CN1CCN(c2ccc(N3C(=O)CCCC3=O)cc2[N+](=O)[O-])CC1	-16	16	0.2
COCC(C)NC(=O)c1cc(OC)cc(OC)c1 (configuration not stated)	5	13	-0.9
C=CCn1c(Cc2cccs2)nnc1SCC(=O)c1ccc(F)cc1	-14	10	-0.2
Cc1ccc(S(=O)(=O)N2CCCN(S(=O)(=O)C3CCS(=O)(=O)C3)CC2)cc1 (configuration not stated)	-6	13	-1.3
COC(=O)C1CCN(C(=O)Nc2ccc(OC)cc2)CC1	5	3	-1.2
COc1ccc(CC(=O)Nc2ccc(N(C)C)c3ccccc23)cc1	-15	26	-0.3
Cc1ccc(S(=O)(=O)N/N=C\c2ccc3c(c2)OCO3)cc1C	-11	25	-1.1
O=C(N/C(=C\c1ccccc1)C(=O)N1CCOCC1)c1ccc(Br)o1	-2	15	0.1
Cc1ccsc1C(=O)OCC(=O)Nc1cccc(S(=O)(=O)NC2=NCCCCC2)c1	-22	42	-1.9
Cc1ccnc(N2CCN(C(=O)CSc3nc4ccccc4nc3N3CCCCC3)CC2)c1	-32	23	-1.0
CC(C)(CO)NC(=O)c1ccc2c(c1)C(=O)c1ccccc1-2	-21	21	1.9
CC(C)c1ccccc1NC(=S)NC1CCN(Cc2ccccc2)CC1	-30	5	.
Cc1c(NC(=O)c2ccc(NC(=O)C3CC3)cc2)cccc1C(=O)O	-1	35	-1.3
CCCCn1nnc(NC(=O)CCC)n1	-12	12	-1.2
O=C(COc1ccc(S(=O)(=O)N2CCCC2)cc1Cl)NCc1ccco1	-10	0	-6.8
CCOC(=O)c1ccc(NC(=O)c2ccc(CN3CCc4ccccc4C3)cc2)cc1	-12	17	-0.4
O=C(NCCN1CCOCC1)Nc1ccc(Cl)cc1	-9	10	-3.6
O=C1NC(=S)N/C1=C/C=C/c1ccccc1	0	15	-3.6
COc1ccc(CCNC(=O)/C(C#N)=C2\N=C(NC(=O)c3ccco3)c3ccccc32)cc1	-22	13	-2.5

Some of these compounds in order of length of the SMILES, lowest first.
SMILES	OX1R antag-1	OX1R antag-2	STK33 inh
O=C(NCCN1CCOCC1)Nc1ccc(Cl)cc1	-9	10	-3.6
CC(C)(CO)NC(=O)c1ccc2c(c1)C(=O)c1ccccc1-2	-21	21	1.9
Cc1ccnc(N2CCN(C(=O)CSc3nc4ccccc4nc3N3CCCCC3)CC2)c1	-32	23	-1.0

(more compounds)
SMILES	OX1R antag-1	OX1R antag-2	STK33 inh
Cc1ccc(N2CCN(S(=O)(=O)c3ccc4oc(=O)ccc4c3)CC2)cc1Cl	0	7	-1.1
O=C(CSc1nc2ccccc2c(=O)n1-c1ccc(F)cc1)Nc1cc(S(=O)(=O)N2CCOCC2)ccc1Cl	-3	22	-1.4
O=c1c2c(nc3nc(NCc4cccc5ccccc45)[nH]n13)CCC2	-30	15	6.8
COc1ccc(CC(=O)NNC(=O)c2ccc(Br)o2)cc1	-16	17	-2.2
Cc1ccc2[nH]c(=O)c(CN(CCCO)S(=O)(=O)c3cccc4nsnc34)cc2c1	-26	18	-2.2
O=C(c1cccs1)N1CCCC(N2CCN(c3cccc(C(F)(F)F)c3)CC2)C1 (configuration not stated)	-35	12	-2.2
COc1ccc(Cl)cc1C(=O)NNC(=O)COC(=O)CCN=C1NS(=O)(=O)c2ccccc21	-15	15	-0.8
C/C(=N\NC(=O)C1CC1c1ccccc1)c1ccc(C)s1 (configuration not stated)	-36	28	1.3
CC(C)CC(COCc1cccc(C(F)(F)F)c1)N1CCN(C(=O)c2cccc(C(F)(F)F)c2)CCC1=O (configuration not stated)	-45	24	0.6
CC(CCc1ccccc1)NC(=O)c1cccnc1 (configuration not stated)	3	9	-0.4
Cc1nnsc1NC(=O)OCc1ccc(Cl)cc1Cl	-8	41	-1.7
Cn1cc(CC(=O)NCCCN2CCCC2)c2ccccc21	4	9	-2.5
O=C(CCc1nnc2ccc(NCc3ccco3)nn12)Nc1ccccc1F	1	16	-0.5
Cc1ccc(C)c2[nH]c(=O)c(CCNC(=O)c3ccc(S(=O)(=O)N(C)C)cc3)cc12	-34	7	3.8
CCOC(=O)Cc1csc(NC(=O)Cn2cnc3c2c(=O)n(C)c(=O)n3C)n1	-4	5	-0.8
Cc1ccc(CC2SC(N)=NC2=O)cc1 (configuration not stated)	-10	4	-2.2
N#Cc1c(/N=C/N2CCOCC2)sc2c1CCCCC2	-8	3	.
O=C(COC(=O)Cn1[nH]c(=O)c2ccccc2c1=O)NNC(=O)c1ccccc1	-13	6	1.6
O=C(Nc1nc2c(s1)CN(Cc1ccccc1)CC2)C1CCCC1	-33	8	-0.1
COC(=O)c1ccc(C)c(NC(=O)CCNC(=O)c2ccc([N+](=O)[O-])cc2)c1	-8	18	.
CC(=O)Nc1ccc(-c2csc(NNC(=O)c3ccccc3)n2)cc1	-22	13	-2.6
CCOc1ccccc1NC(=O)COC(=O)c1ccccc1SCC(=O)N1CCCC1	-36	13	.
COc1ccccc1-c1nc(C#N)c(N2CCN(C(=O)c3ccco3)CC2)o1	-15	2	-0.4
Cc1nc2ccc(NC(=O)c3ccc([N+](=O)[O-])cc3[N+](=O)[O-])cc2s1	-7	28	0.7
Cc1ccc(SCCN2CCC(C(C)(C)C)CCC2=O)cc1 (configuration not stated)	-23	11	-0.3
COc1ccc(CCC(C)NC2CCCCCCC2)cc1 (configuration not stated)	-21	9	-2.0
COc1ccc(Nc2c3c(nc4ccccc24)CCC3)cc1	-26	25	0.3
O=C(c1cccc(NS(=O)(=O)c2ccccc2)c1)N1CCCC1	-15	3	-1.7
CN1CCN(CCCCOc2ccccc2C=O)CC1	-26	19	0.9
O=C(COc1ccccc1F)Nc1ccc(S(=O)(=O)Nc2nccs2)cc1	8	23	-3.1
Cc1ccc(CN2CCC(=O)N2)cc1	-15	-8	-0.1
Cn1c(=O)c2c(ncn2Cc2ccccc2)n(C)c1=O	-4	13	.
COc1cc(/C=N/NC(=O)c2ccccn2)ccc1OC(=O)c1ccc(Br)cc1	-7	6	-0.4
O=S(=O)(c1cccc(NC(=S)N2CCN(c3ccccc3F)CC2)c1)C(F)F	4	24	1.9
CN(C(=O)c1ccc2c(=O)n3c(nc2c1)CCCCC3)c1cccc(Cl)c1	-26	9	-1.1
O=C(CCCOc1ccccc1)OCn1nnc2ccccc2c1=O	-33	25	0.8
CN(C(=O)c1cccc(NC(=O)Cc2ccc([N+](=O)[O-])cc2)c1)C1CC1	0	10	-0.8
CCOc1ccc(N(C)C(=O)CCc2nnc3ccc(N4CCOCC4)nn23)cc1	-2	20	1.7
O=C(CN(Cc1ccc(F)cc1)C(=O)CNS(=O)(=O)c1ccc(F)cc1)NCC1CCCO1 (configuration not stated)	-15	23	-1.8
O=[N+]([O-])c1cccc(S(=O)(=O)NCCc2ccccc2)c1	-4	10	0.7
CCCCN(CCCC)Cc1cc2ccccc2c2c1COC2	-37	22	-0.4
COC(=O)c1cccc(CSc2nnc(-c3ccco3)n2-c2ccccc2)c1	-24	34	-0.8
CCOC(=O)N1CCC(NS(=O)(=O)c2ccc3c(c2)oc(=O)n3C)CC1	3	2	-1.0
CC(=O)Nc1ccc2[nH]c(C)cc(=O)c2c1	-18	-27	-0.1
CC(=O)OCC(CCn1cnc2cnc(N)nc21)COC(C)=O	2	11	-1.6
COc1ccc(CCN(Cc2cc3cc(C)cc(C)c3nc2Cl)C(=O)C2CC2)cc1	-33	31	1.8
CCc1sc(N(C(=O)Cc2ccccc2)c2cccc(F)c2)nc1-c1ccc(C)cc1	0	-3	-1.1
Cn1nc(C(=O)NCCCN2CCCCC2)c2c1-c1ccccc1SC2	-30	15	3.0
CC1CCN(Cc2c(O)ccc3c(=O)c(-c4nc5ccccc5s4)c(N)oc23)CC1	-30	18	9.5
Cc1noc(C)c1COc1ccc(C(=O)OCC(=O)Nc2ccc3c(c2)OCO3)cc1	-4	21	-0.7
More entries follow:
SMILES	OX1R antag-1	OX1R antag-2	STK33 inh
COc1cccc(OCCN2CCN(c3ncnc4c3cnn4-c3ccccc3)CC2)c1	-19	22	-1.6
CCN(CC)S(=O)(=O)c1ccc(Cl)c(C(=O)Nc2cc(C)nn2-c2ccccc2)c1	-34	20	1.3
Cc1cccc([C@@H]2[C@@H]3C(=O)N(Cc4ccccc4)C(=O)[C@@H]3[C@]3(Cc4ccc(Cl)cc4)C(=O)N(c4cccc(Br)c4)C(=O)N23)c1	-11	40	-0.9
COc1ccc(OC)c(C2=Nn3c(nnc3-c3cc(OC)c(OC)c(OC)c3)SC2)c1	-16	10	-0.5
COc1cc(S(=O)(=O)Nc2ccccc2C(=O)N2CCCCC2)ccc1NC(C)=O	-16	-1	-0.6
CC(=O)c1ccc(N(C(=O)CNC(=O)c2ccco2)C(C(=O)NC2CCCC2)c2ccc(C)o2)cc1 (configuration not stated)	-11	10	0.8
CCC1(C)Nc2ccccc2C(=O)N1O (configuration not stated)	-23	6	-0.6
CCC[C@@H](CN[C@@H](CNC)C(C)C)NCCCCc1ccccc1	-24	35	0.0
Cc1cccc(NC(=O)c2ccc(C(=O)c3ccccc3)o2)c1	-1	19	-1.3
Cc1ccccc1-n1ncc2c1CC(C)(C)CC2NC(=O)C1=CC(=O)CC(C)(C)O1 (configuration not stated)	-26	51	0.0
CCCCn1c(N)c(N(CCC(C)C)C(=O)c2cc(-c3ccco3)nc3ccccc23)c(=O)[nH]c1=O	-28	9	0.2
O=C(COC(=O)/C=C/c1ccc(Cl)cc1Cl)NCCC1=CCCCC1	-9	8	.
CCCC(=O)N1CCN(c2ccc(NC(=O)C(C)(C)C)cc2)CC1	10	0	0.1
c1coc(C2Nc3ccccc3-c3nc4ccccc4n32)c1 (configuration not stated)	-23	42	36*
CN(CC(=O)NCCCN1CCOCC1)S(=O)(=O)c1ccc(F)cc1	-6	8	0.5
O=[N+]([O-])c1cc(S(=O)(=O)c2ccc(N3CCCCC3)c([N+](=O)[O-])c2)ccc1N1CCCCC1	-20	14	.
OC(CNC1CCCC1)COc1c(F)cc(Br)cc1F (configuration not stated)	-11	9	-1.2
O=C(Cc1c[nH]c2ccccc12)N1CCN(S(=O)(=O)c2cccc(Cl)c2Cl)CC1	-1	0	0.1
CCOc1ccc(OCC)c(NC(=O)CC2Oc3ccc(C)cc3NC2=O)c1 (configuration not stated)	-18	18	-0.5
CCN(CC(=O)Nc1ccc(OC)cc1)C(=O)CSCc1ccc(C)cc1	-26	11	-2.4

Compound activity from PubChem BioAssay.
